Source: PubChem
hIAP inh – human IAP inhibitors, primary screen, biochemical, luminescence, uHTS; 330,000 tested, 0.12% active; AID 2544, 2010; inhibition, % at 10 µM; Intestinal-type alkaline phosphatase (Homo sapiens), P09923; purified IAP, CDP-Star luminescence, 30 min;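 active = inhibition reaching a set limit with compound at 10 µM in the primary screen, cut at about 35% in these data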;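 note: plate controls were DMSO wells with enzyme for no effect and no-enzyme buffer wells for full effect; values of inactives mirror those of a sister screen read the other way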
Target sequence (P09923 whole entry, looked up): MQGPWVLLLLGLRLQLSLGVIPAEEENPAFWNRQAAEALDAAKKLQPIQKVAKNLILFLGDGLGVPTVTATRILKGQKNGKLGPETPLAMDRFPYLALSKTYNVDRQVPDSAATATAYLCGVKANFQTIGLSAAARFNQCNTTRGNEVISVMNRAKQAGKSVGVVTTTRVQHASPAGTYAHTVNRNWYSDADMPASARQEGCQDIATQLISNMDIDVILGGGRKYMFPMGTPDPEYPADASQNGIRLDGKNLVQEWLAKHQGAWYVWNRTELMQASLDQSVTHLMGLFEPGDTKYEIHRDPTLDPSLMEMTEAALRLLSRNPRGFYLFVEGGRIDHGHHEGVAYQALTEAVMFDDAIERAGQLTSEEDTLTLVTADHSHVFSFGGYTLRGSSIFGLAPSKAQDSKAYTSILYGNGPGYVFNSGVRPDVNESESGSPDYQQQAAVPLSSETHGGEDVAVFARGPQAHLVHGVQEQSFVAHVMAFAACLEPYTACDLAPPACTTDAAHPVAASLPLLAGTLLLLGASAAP
NLRP3 yeast inh – NALP3 inflammasome inhibitors in reconstituted yeast, primary screen, luminescence, uHTS; AID 2825, 2010; 330,000 tested, 0.39% active; inhibition, % at 10 µM; Yeast reconstituted NLRP3/ASC/caspase-1, beta-gal luminescence, 24 h;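 active = inhibition of 50% or more; inactive = inhibition below 50%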;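 note: plate controls were induced DMSO wells for no effect and uninduced yeast grown without galactose for full effect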
mIAP act – activators of mouse IAP, primary screen, biochemical, luminescence, uHTS; intestinal alkaline phosphatase [Mus musculus]; muIAP, CDP-Star luminescence, 30 min; hits give high values; 1 = vehicle-only enzyme signal, 0 = enzyme-free wells; activation factor at 10 µM; 330,000 tested, 0.24% active; AID 2805, 2010;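 active = activation factor of at least 2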; note: the source names both 10 and 20 µM as test concentration; values of inactives mirror those of a sister screen read the other way
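Assay system: mouse IAP enzyme; Reagent: CDP-Star chemiluminescent phosphatase substrate; Compound: DMSO-dissolved test compounds; Incubation: 30 min, room temperature; Technique: luminescence from enzymatic CDP-Star hydrolysis; Controls: DMSO-only wells and no-enzyme negative control.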
mIAP inh – inhibitors of mouse IAP, primary screen, biochemical, luminescence, uHTS; intestinal alkaline phosphatase [Mus musculus]; purified mouse IAP, CDP-Star luminescence, 30 min; inhibition, % at 10 µM; 330,000 tested, 0.2% active; AID 2806, 2010;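 active = inhibition of at least 40% at 10 µM in the primary screen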;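 note: plate controls were DMSO with enzyme for no effect and no enzyme wells for full effect; values of inactives mirror those of a sister screen read the other way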
SENP1 inh – human SENP1 catalytic domain inhibitors, primary screen, biochemical, FRET, uHTS. inhibition, % at 10 µM. 360,000 tested, 0.21% active. Sentrin-specific protease 1 (Homo sapiens), Q9P0U3. AID 624204, 2012. recombinant SENP1 catalytic domain, CyPet-SUMO1-YPet FRET cleavage;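 active = inhibition at least 30% at 10 µM, raw YFP signal under a set limit, fluorescence ratio 0.5 to 1.5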;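 note: 0% = enzyme with DMSO and 100% = no enzyme wells; some results filed as inactive read as strong as hits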
Target sequence (Q9P0U3 419-644 limits assumed): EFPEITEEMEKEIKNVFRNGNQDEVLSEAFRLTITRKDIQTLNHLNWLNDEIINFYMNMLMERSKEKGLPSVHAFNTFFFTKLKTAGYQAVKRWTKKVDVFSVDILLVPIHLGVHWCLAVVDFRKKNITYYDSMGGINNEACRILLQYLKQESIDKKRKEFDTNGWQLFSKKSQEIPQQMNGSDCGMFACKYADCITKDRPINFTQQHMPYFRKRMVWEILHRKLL
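Controls: no-enzyme wells low, DMSO-plus-enzyme wells high control. Test system: human recombinant His6-tagged SENP1 catalytic domain enzyme. Reagent: SFCypet-SUMO1-SFYpet FRET protein substrate, 25 nM final. Doses: one dose per compound, 10 µM, 0.5% DMSO. Detection: FRET, CFP and YFP emission. Timing: 50 min reaction at room temperature.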
APOBEC3A inh – APOBEC3A ssDNA deaminase inhibitors, primary screen, selectivity assay for APOBEC3G inhibitor project, biochemical, FAM/TAMRA oligo cleavage fluorescence. DNA dC->dU-editing enzyme APOBEC-3A (Homo sapiens), P31941. recombinant A3A, FAM/TAMRA ssDNA deamination fluorescence. inhibition, % at 20 µM. 330,000 tested, 0.41% active;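 active = at least 40% inhibition at 20 µM here, with at most 30% in a related deaminase screen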;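 note: plate controls were A3A with DMSO for no effect and wells lacking A3A enzyme for full effect; some results filed as inactive read as strong as hits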
Target sequence (P31941 whole entry, looked up): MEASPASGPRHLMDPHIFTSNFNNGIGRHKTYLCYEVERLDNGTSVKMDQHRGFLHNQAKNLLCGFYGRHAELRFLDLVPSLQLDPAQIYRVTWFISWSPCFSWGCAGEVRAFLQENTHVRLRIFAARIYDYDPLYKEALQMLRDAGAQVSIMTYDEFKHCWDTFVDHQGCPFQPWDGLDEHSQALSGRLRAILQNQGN
MIN6 prolif – inducers of MIN6 beta-cell proliferation, primary screen, ATP luminescence, uHTS | MIN6 cells proliferation, ATPlite luminescence, 48 h; cells starved in 0.2% serum; 100% = growth in 10% serum | proliferation, % at 10 µM | 330,000 tested, 0.29% active | AID 2380, 2010;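 active = compounds whose signal lies at least 3.5 SD above the mean of all wells on their plate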;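 note: 0% = DMSO-treated cells in low-serum medium and 100% = 10% serum control; some compounds called inactive have numbers as strong as hits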
A3G deaminase – APOBEC3G DNA deaminase inhibitors, primary screen, biochemical, fluorescence, single-stranded DNA substrate, uHTS; recombinant A3G, ssDNA deamination FAM/TAMRA fluorescence; inhibition, % at 20 µM; 330,000 tested, 0.28% active; DNA dC->dU-editing enzyme APOBEC-3G (Homo sapiens), Q9HC16; AID 493012, 2011;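 active = inhibition of at least 40% at 20 µM, with no more than 30% in the related APOBEC3A deaminase screen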;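 note: plate controls were DMSO wells with A3G for no effect and wells lacking A3G enzyme for full effect; some compounds called inactive have numbers as strong as hits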
hIAP activ – human IAP activators, primary screen, biochemical, luminescence, uHTS | Intestinal-type alkaline phosphatase (Homo sapiens), P09923 | purified human IAP, CDP-Star luminescence, 30 min; hits give high values; 1 = vehicle-only enzyme, 0 = enzyme-free background | activation factor at 10 µM | 330,000 tested, 0.16% active | AID 2524, 2010;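 active = activation factor of the enzyme at least 2-fold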; note: the source names both 10 and 20 µM as test concentration; values of inactives mirror those of a sister screen read the other way
An asterisk follows results filed as active; nt = not tested or not shown. The list is partial (hit frequency here may not be typical).

SMILES	hIAP inh	NLRP3 yeast inh	mIAP act	mIAP inh	SENP1 inh	APOBEC3A inh	MIN6 prolif	A3G deaminase	hIAP activ
C[C@@]12CCC3[C@@](CC[C@@H]4[C@](C)(C(=O)O)CCC[C@@]34C)(C[C@H]1O)C2 (some centres not stated)	9	34	0.94	6	2	-2	-1	-3	0.91
O=C(CNC(=O)c1cccc(N2C(=O)c3ccccc3C2=O)c1)Nc1ccc(F)c(F)c1	10	1	0.91	9	1	-1	-3	-4	0.9
Cc1ccccc1NC1(C#N)C(=O)Nc2ccccc21 (configuration not stated)	4	4	0.94	6	-1	1	2	1	0.96
Cc1c(-c2ccccc2Cl)nc2ccccc2c1C(=O)O	4	9	0.96	4	1	-2	-3	-8	0.96
O=C(O)/C=C/C(=O)NCc1ccccc1	-7	4	0.96	4	1	-3	-1	-9	1.1
CC(C)C(NC(=O)c1cccc(S(=O)(=O)N2CCOCC2)c1)C(=O)NCc1ccc(Cl)cc1 (configuration not stated)	6	14	1	-3	-3	4	-3	-6	0.94
O=C(CSc1nnc(-c2ccccc2F)n1C1CCCCC1)Nc1cc(C(=O)O)ccc1Cl	3	-7	1	-1	1	0	4	-7	0.97
O=C1N(S(=O)(=O)c2ccccc2F)C(=O)C2(CCCC2)N1S(=O)(=O)c1ccccc1F	-8	0	0.93	7	3	-1	-2	-5	1.1
Cc1ccc(C)c(C(C)NC(=O)C2CCCC2)c1 (configuration not stated)	10	14	1.1	-8	0	1	-1	12	0.9
COc1ccccc1OCCC(=O)Nc1ccc2c(c1)OCO2	-3	0	1	0	-1	-3	-4	-5	1
O=c1c([N+](=O)[O-])cccn1Cc1cccc(Br)c1	-7	2	1.1	-5	-3	2	-1	1	1.1
O=C(Oc1cccnc1)c1ccccc1[N+](=O)[O-]	-21	-14	0.98	2	0	-1	0	-1	1.2
COc1ccc(OC)c(-c2csc(NC(=O)Cc3cccs3)n2)c1	1	14	1.1	-10	-3	1	0	-9	0.99
COC(=O)c1c(C(=O)OC)c2ccncn2c1Cl	15	12	1	0	0	-2	2	-8	0.85
Cn1cc([N+](=O)[O-])c(C(=O)NCc2ccco2)n1	-15	13	1	0	1	1	1	-2	1.2
O=C(O)c1ccccc1OCc1ccccc1Br	12	2	0.89	11	3	0	-1	-6	0.88
Cc1cccc(NC(=O)COc2cccc3c2CCN(Cc2ccccc2)C3=O)c1C	-30	4	1.2	-16	1	-7	0	-7	1.3
Cc1ncc([N+](=O)[O-])n1CC(=O)Nc1ccccc1	-10	0	0.96	4	3	-2	1	-9	1.1
CCOC(=O)Nc1ccc(N2CCOCC2)c(S(=O)(=O)N2CCOCC2)c1	10	3	1.1	-6	-1	-1	-2	-2	0.9
COc1cccc(/C=N/n2c(=S)n(C)c3ccccc32)c1OC	11	15	0.86	14	-3	-3	3	-5	0.89
COc1ccccc1C(=O)NCCC(=O)Nc1cccc(C)n1	-12	0	1	-2	3	1	4	-2	1.1
COc1ccc(CN(C)C(=O)CC(c2ccccc2)c2ccccc2)cc1	-21	28	1	-1	0	5	-4	-1	1.2
CCOc1ccc(NC(=O)c2cn(CC(C)C)c(=O)c3c2c2ccccc2n3C)cc1	-11	5	1.1	-12	-2	-5	-2	-10	1.1
Cn1c(Cn2nnc3ccccc32)nnc1SCC(=O)N1c2ccccc2CCc2ccccc21	-9	10	1.1	-6	0	-4	1	-8	1.1
C=CCn1c(COc2ccccc2F)nnc1SCC(=O)c1c[nH]c2ccccc12	0	0	0.83	17	-2	-4	0	-10	1
Additional entries follow:
SMILES	hIAP inh	NLRP3 yeast inh	mIAP act	mIAP inh	SENP1 inh	APOBEC3A inh	MIN6 prolif	A3G deaminase	hIAP activ
Cn1c(NC(=O)c2ccc(C(C)(C)C)cc2)cc(=O)n(C)c1=O	14	7	0.93	7	0	3	3	4	0.86
CC(C)(C)C(=O)CN1C2=NCCN2c2ccccc21	1	-2	0.99	1	0	0	-3	0	0.99
Cc1cccc(-c2nc3cc([N+](=O)[O-])ccc3o2)c1	3	9	1	0	3	0	-2	-15	0.97
Nc1cc(N)nc(SCC(=O)NCc2ccc3c(c2)OCO3)n1	-16	-7	0.83	17	-8	8	-3	-3	1.2
COc1ccc2cc(C(=O)N3CCN(c4ccc(F)cc4)CC3)[nH]c2c1	11	25	0.92	8	-41	-2	5	-3	0.89
COc1ccc(C2C3=C(CC(C)(C)CC3=O)N(C)C3=C2C(=O)CC(C)(C)C3)cc1OC	-11	11	1.1	-8	-2	11	-5	18	1.1
CCC(C)c1ccccc1NC(=S)NC(=O)c1ccco1 (configuration not stated)	15	-10	0.92	8	5	3	-5	-4	0.85
C=CCc1ccc(OCC(O)CN2CCN(c3ccccc3OC)CC2)c(OC)c1 (configuration not stated)	5	10	1.1	-14	2	3	7	2	0.95
C=CCOc1cccc(C(=O)N2CCCC(CCC(=O)NCc3ccccc3F)C2)c1 (configuration not stated)	-18	6	1	-4	3	0	0	-2	1.2
Cc1cc2cc(CNC(=O)COc3ccccc3)ccc2n1C	3	4	0.94	6	-33	-7	-3	-3	0.97
Fc1ccc(-n2nnc(-c3cccnc3Cl)n2)cc1	13	6	0.95	5	3	-1	-5	-3	0.87
Cc1cc(C)cc(NC(=O)CCn2c(=S)[nH]c3ccccc3c2=O)c1	-10	7	0.98	2	2	-1	-3	0	1.1
COc1ccc(C2C=C(c3ccccc3)Nc3nc(NC(C)=O)nn32)cc1 (configuration not stated)	-13	7	1	-2	nt	-1	-1	0	1.1
CC(NC(=O)/C(=C\c1ccco1)NC(=O)c1ccccc1Br)C(=O)O (configuration not stated)	6	15	0.91	9	0	0	0	-2	0.94
CN(C[C@H](Cc1ccccc1)N(C[C@H](Cc1ccccc1)N(CCc1cc(C(F)(F)F)cc(C(F)(F)F)c1)N=O)N=O)N=O	0	1	0.93	7	0	-3	-5	-11	1
CCOC(=O)Cc1csc(NC(=O)c2cc(-c3ccncc3)nc3ccccc23)n1	-4	19	1	-2	-1	5	-3	13	1
CCOC(=O)c1c(NC(=O)OC)sc(C(=O)N(C)C)c1C	-21	-14	1	0	-2	-1	-1	5	1.2
O=C1C(C=NCCCn2ccnc2)=C(O)c2ccccc21	-6	2	1.1	-9	0	-3	2	-11	1.1
Cc1ccc(-n2cc(C(=O)c3cc(Cl)ccc3O)cc(C#N)c2=O)cc1	11	19	0.88	12	18	0	-1	-2	0.89
O=S(=O)(/N=C(/Nc1ccccn1)c1ccccc1)c1ccccc1	13	2	1	-2	0	-3	-2	-5	0.87
COC(=O)c1[nH]c2ccc(C)cc2c1NC(=O)Nc1ccccc1OC	-15	17	1	-2	0	-1	-2	2	1.1
CC1CCCCN1CC(=O)Nc1cc(S(=O)(=O)N2CCOCC2)ccc1N1CCCC1 (configuration not stated)	-7	10	1	-2	-10	2	-1	-3	1.1
NNC(=O)CCN(Cc1ccco1)S(=O)(=O)c1ccc(Cl)cc1	-4	0	1.1	-9	-2	1	-3	-1	1
CC(C)(C)NC(=O)Cn1nc(C(F)(F)F)c2c1CCCC2	-22	28	0.98	2	3	0	-1	-4	1.2
Oc1c(C(c2cccs2)N2CCN(c3ccccc3)CC2)ccc2cccnc12 (configuration not stated)	5	15	0.96	4	nt	9	-5	25	0.95
Other records
SMILES	hIAP inh	NLRP3 yeast inh	mIAP act	mIAP inh	SENP1 inh	APOBEC3A inh	MIN6 prolif	A3G deaminase	hIAP activ
COCCCNC(=O)CSc1nc2ccccc2c(=O)n1Cc1ccc2c(c1)OCO2	8	10	1.1	-12	1	4	0	-1	0.92
CCN(CC)CCN(C(=O)Cn1nnc(-c2ccc(C)o2)n1)C(C(=O)NC(C)(C)C)c1cccs1 (configuration not stated)	-12	-2	1	-4	-1	7	-2	3	1.1
O=C(Nc1cccs1)Nc1cccnc1Cl	-2	0	1	-3	1	4	2	-1	1
CCO[C@H]1OC(C(N)=O)=C[C@@H](c2coc3ccccc3c2=O)[C@@H]1CCCO	-4	-3	0.92	8	2	3	-2	4	1
O=C(CCCn1c(=O)c2ccccc2n(CC(=O)NCc2ccco2)c1=O)NCc1ccco1	-21	1	1	-4	0	-1	2	-6	1.2
O=C(CN(CC1CCCO1)C(=O)CNS(=O)(=O)c1ccccc1)NCCc1ccccc1 (configuration not stated)	-11	0	1	-4	1	-2	-1	-4	1.1
COc1ccccc1N(CC(=O)N1CCCC1)S(=O)(=O)c1cc([N+](=O)[O-])ccc1Cl	-16	4	1.1	-8	0	-4	-3	-11	1.2
C/C(=N\NC(N)=S)C1(C)CC2(CC(C)(C)OC2=O)C(=O)O1 (configuration not stated)	-4	4	0.97	3	2	-1	-1	2	1
Cn1c(N2CCN(C(=O)Nc3ccc(C(F)(F)F)cc3)CC2)nc2ccccc21	25	17	1.2	-21	0	1	-3	-1	0.75
CC(=O)N1CCN(S(=O)(=O)c2ccc(C)cc2)C1c1ccc(N(C)C)cc1 (configuration not stated)	6	-7	1	-1	0	-5	1	-5	0.94
Cc1ccccc1-n1c(SCC(=O)NCc2cccs2)nc2ccccc2c1=O	5	-2	0.94	6	3	-4	-2	-9	0.95
O=C(NC(Cc1ccc(O)cc1)C(=O)O)c1ccc2c(c1)OCO2 (configuration not stated)	0	3	1	-2	0	0	1	-3	1
CCCCn1c(=S)[nH]c2ccc(N3CCOCC3)cc2c1=O	6	-17	1.1	-6	nt	2	2	-11	0.94
O=C(Cn1nnc(-c2ccc(F)cc2)n1)N1CCCCC1	-2	-3	0.98	2	0	1	0	-1	1
O=C(O)C1CC(=O)n2c(nc3ccccc32)S1 (configuration not stated)	-6	2	0.95	5	0	2	-2	-3	1.1
Cc1ccccc1CS(=O)(=O)CCC(=O)NCCCN1CCN(c2ccccc2F)CC1	-8	7	0.99	1	2	4	-2	-3	1.1
CCOC(=O)C1CCN(C(=O)Cc2cccs2)CC1	-12	7	1	0	0	5	-2	1	1.1
Cc1ncoc1C(=O)Nc1ccc2c(c1)OCCO2	16	3	0.92	8	0	-4	-2	-7	0.84
O=C(O)Cc1ccc(S(=O)(=O)Nc2ccccc2C(=O)O)cc1	10	-4	0.97	3	1	5	0	-8	0.9
COc1ccc(S(=O)(=O)N(CC(=O)N2CCN(C)CC2)c2ccc(C)cc2)cc1OC	14	19	1	-4	4	-2	-2	-6	0.86
